Assay outcomes: PubChem BioAssay, National Center for Advancing Translational Sciences (NCATS)
GAA glycogen mod – qHTS Assay for Inhibitors and Activators of Human alpha-Glucosidase Cleavage of Glycogen; recombinant GAA, glycogen substrate, Amplex Red glucose oxidase fluorescence; 0.38% of 300,000 active; Lysosomal alpha-glucosidase (Homo sapiens), P10253; Potency, µM (top dose mostly 76.4 µM), inactives show top-dose activity change, negative = inhibition, hits mostly inhibitors; active = well fitted inhibition curve with a large enough effect; inconclusive = small, poorly fitted or top-dose-only effect, or another doubt; inactive = no such curve, though single readings can be large or run the other way;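 note: 0% = full enzyme reaction and -100% = no-enzyme basal signal; the screen sought inhibitors and activators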
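Recombinant human enzyme (4 nM); glycogen substrate; 37 C, 40 min, pH 5.0. Readout: coupled glucose oxidase/Amplex Red fluorescence.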
Starred values were filed as active, the others as inactive; ? = inconclusive; [ ] = dose if it differs, or a comment. Potency is the fitted concentration of half-maximal effect.

SMILES	GAA glycogen mod
COc1ccc(N(CC(=O)NCc2ccc(F)cc2)C(=O)CCC(=O)Nc2ccccn2)cc1	7.7%
CC1CC(C)CN(CCCNC(=O)c2ccc3nc(N4CCOCC4)sc3c2)C1 (stereo not drawn)	6.7%[76.3 µM]
Cc1ccc(-c2cc3c(n2-c2ccc(F)cc2)CC(C)(C)CC3=O)cc1	-9.3%[76.3 µM]
CCCNC(=O)Cn1nc(C)n2c(cc3cc(F)ccc32)c1=O	1.6%
COCCCN(C(=O)c1ccccc1)c1nc(-c2ccc(OC)cc2)cs1	1.4%[76.3 µM]
COc1ccc2[nH]c(=O)c(CN(CC3CCCO3)S(=O)(=O)c3ccccc3F)cc2c1 (stereo not drawn)	0.7%
Cc1nc(NC(=O)CSc2nc(N)cc(N)n2)sc1C	-2.3%
CC(=O)c1cccc(NC(=O)c2cc(-c3ccc(Cl)s3)nc3ccccc23)c1	-7.5%[76.3 µM]
Cn1cnnc1SCC(=O)NC1CCCC1	-1.5%[76.3 µM]
CC(C)Oc1cccc(C(=O)C2CCCN(C(=O)c3cncs3)C2)c1 (stereo not drawn)	8.9%[76.3 µM]
CC1CCCCC1NC(=O)c1nn(C)c2c1CS(=O)(=O)c1ccccc1-2 (stereo not drawn)	-7.4%[76.3 µM]
CCC(C)NC(=O)Cn1cnc2sc(C)c(S(=O)(=O)N3CCCCC3)c2c1=O (stereo not drawn)	-20.5%
COc1ccccc1CNCc1cc(=O)oc2c(C)c(C)ccc12	4.0%
CCOC(=O)c1ccccc1NS(=O)(=O)c1cnn(CC)c1C	3.6%[76.3 µM]
Cc1ccccc1OC(=O)c1cc(-c2ccc3c(c2)OCCO3)on1	16.1%[76.3 µM]
Cc1ccc(S(=O)(=O)N2CCN(C)CC2)cc1C(=O)NC1CCCCC1	-0.2%[76.3 µM]
Cc1cc(Cn2ccnc2)c(C)c([N+](=O)[O-])c1Cn1ccnc1	-4.8%
Cc1c(Cl)cccc1NC(=O)CC(Cc1ccccc1)C(=O)O (stereo not drawn)	2.1%
O=C(CCc1c[nH]c2ccccc12)Nc1ncccc1O	2.4%[76.3 µM]
CCOc1ccc(NC(=O)CN2CCN(CC(=O)Nc3ccc(OC)cc3OC)CC2)cc1	1.7%
COc1ccc(-c2nc(CS(=O)(=O)CC(=O)NCCCN3CCOCC3)c(C)o2)cc1	-6.0%[76.3 µM]
CCOC(=O)N1CCN(S(=O)(=O)c2ccc(NC(C)=O)cc2)CC1	5.4%[76.3 µM]
Cn1nc(C(=O)NCc2ccc(F)cc2)c2c1-c1ccccc1SC2	-9.1%[76.3 µM]
COc1cc(CN(C(=O)COc2ccc(Cl)c(C)c2)c2ccccn2)cc(OC)c1OC	8.1%[76.3 µM]
CCOC(=O)C1=C(C)N=c2s/c(=C/c3ccc(OCC(=O)O)cc3)c(=O)n2C1c1ccc(OC)cc1OC (stereo not drawn)	-6.8%[76.3 µM]
The list goes on:
SMILES	GAA glycogen mod
Cc1sc2ncn(CC(=O)N3CCN(c4ccc(F)cc4)CC3)c(=O)c2c1S(=O)(=O)N1CCC(C)CC1	12.7%[76.3 µM]
COc1ccc(CCNc2nc(-c3ccc(F)cc3)c(CC(=O)O)s2)cc1OC	?
Cc1ccc(C(=O)Nc2cc3nn(-c4ccccc4)nc3cc2Cl)c(C)c1	8.7%[76.3 µM]
Cc1ccccc1Cn1c(SCc2ccc(C(=O)NC3CCCCC3)cc2)nc2ccncc21	-0.1%[76.3 µM]
O=C(NC1CCCN(Cc2ccc(Cl)cc2)C1)c1ccnc(Cl)c1 (stereo not drawn)	2.1%[76.3 µM]
COc1ccc(C(=O)N2CCCC2(C#N)c2ccccc2)cc1[N+](=O)[O-] (stereo not drawn)	1.2%
CC(=O)N1CC(C)Sc2ccc(S(=O)(=O)NCc3ccc(F)cc3)cc21 (stereo not drawn)	-4.9%[76.3 µM]
CC(C)OCCCNC(=O)CN1C(=O)COc2ccc(S(=O)(=O)N3CCOCC3)cc21	12.5%[76.3 µM]
CCc1nn(CC(=O)NCCC(C)C)c(=O)c2cc3occc3n12	3.1%[76.3 µM]
Cc1ccc(-c2cc(C(F)(F)F)c(C#N)c(SCC(=O)Nc3ccccc3)n2)cc1	-3.6%[76.3 µM]
CCOc1ccc(N=Cc2ccc3ccccc3c2)cc1	-23.7%[76.3 µM]
CCn1c(SCC(=O)N2CCCC(C)C2)nnc1-c1ccco1 (stereo not drawn)	4.5%
C#CCOc1ccc(Cl)cc1/C=C1/C(=O)ON=C1C	-9.2%
Cc1ccc(-c2nc(CS(=O)(=O)CC(=O)NCCN3CCCC3)c(C)o2)cc1	13.5%[76.3 µM]
CCOC(=O)N1CCN(C(=O)Cc2ccccc2OC)CC1	1.2%[76.3 µM]
Cc1ccc(C)c(NC(=O)c2nnn(Cc3ccc(F)cc3Cl)c2N)c1	-6.8%[76.3 µM]
COc1ccc(NC(=O)c2ccccc2NC(=O)c2ccccc2)cc1	1.1%
CCN(CC)S(=O)(=O)c1ccc(C(=O)NCC(=O)NCCCc2ccccc2)cc1	-10.5%
Cn1c(=O)n(CCc2ccccc2)c(=O)c2c1nc1n2CCN1c1ccc(Cl)cc1	15.1%[76.3 µM]
COc1nc(C)cc(C)c1S(=O)(=O)c1ccccc1C	-0.6%
COc1ccc(C(C#N)N2N=C(C)CC2c2ccccc2)cc1 (stereo not drawn)	3.7%
COc1cccc(-n2c(=O)c3sc4ccccc4c3n(CC(=O)Nc3ccccc3C)c2=O)c1	8.3%[76.3 µM]
CCOc1ccccc1NC(=O)Cn1cnc2c1c(=O)n(C)c(=O)n2C	-10.6%[76.3 µM]
CCc1cc(=O)oc2cc(C)cc(OC(C)C(=O)NC(Cc3c[nH]c4ccc(O)cc34)C(=O)O)c12 (stereo not drawn)	?
O=C(C[n+]1ccccc1)N/N=C/c1c(F)cccc1Cl	-3.4%

Gathered by group: the compounds so far with a COOH group.
SMILES	GAA glycogen mod
Cc1c(Cl)cccc1NC(=O)CC(Cc1ccccc1)C(=O)O (stereo not drawn)	2.1%
CCOC(=O)C1=C(C)N=c2s/c(=C/c3ccc(OCC(=O)O)cc3)c(=O)n2C1c1ccc(OC)cc1OC (stereo not drawn)	-6.8%[76.3 µM]
COc1ccc(CCNc2nc(-c3ccc(F)cc3)c(CC(=O)O)s2)cc1OC	?
CCc1cc(=O)oc2cc(C)cc(OC(C)C(=O)NC(Cc3c[nH]c4ccc(O)cc34)C(=O)O)c12 (stereo not drawn)	?

Additional records.
SMILES	GAA glycogen mod
CC1CCCCN1S(=O)(=O)c1ccc(S(=O)(=O)N2CCN(C)CC2)cc1 (stereo not drawn)	2.8%
Cc1nn(C)c(NC(=O)c2ccccc2Cl)c1Cl	-1.8%
Cc1ccc(S(=O)(=O)N[C@@H](Cc2ccccc2)C(=O)N2CCC(C(=O)N[C@@H](CC(C)C)C(=O)O)CC2)cc1	2.1%
CCCc1cc(=O)n2[nH]c(C)c(-c3ccc(Cl)cc3)c2n1	-1.7%[76.3 µM]
COc1ccccc1OCC(=O)Nc1nnc(C2CCCC2)s1	-0.6%[76.3 µM]
Cc1cc(C)cc(-n2ccn(CC(=O)Nc3cc(C)ccc3C)c(=O)c2=O)c1	6.2%[76.3 µM]
COc1ccc(NC(=O)c2cccc(N3C(=O)C4C5CCC(C5)C4C3=O)c2)cc1 (stereo not drawn)	-2.1%[76.3 µM]
CC1CCN(C(=O)C2CCCN(S(=O)(=O)c3cccc4nsnc34)C2)CC1 (stereo not drawn)	6.8%[76.3 µM]
COCCNC(=O)c1c[nH]c2ccc(S(=O)(=O)N3CCOCC3)cc2c1=O	-23.2%[76.3 µM]
CCN(CC)C(=O)c1ccc(-c2nnc(Nc3cccc(O)c3)c3ccccc23)cc1	-5.6%[76.3 µM]
COc1ccc(CCNC(=O)CCc2c(C)nc3c(c(C)nn3-c3ccccc3)c2C)c(OC)c1	-1.7%[76.3 µM]
COCCCNC(=O)NC(CCC(C)C)c1c(-n2cccc2)sc2c1CCN(C)C2 (stereo not drawn)	0.2%[76.3 µM]
CC1(c2ccc(Cl)cc2)NC(=O)N(CN2CCOCC2)C1=O (stereo not drawn)	0.1%[76.3 µM]
Cc1nc2sccn2c(=O)c1S(=O)(=O)NCCc1ccc(Cl)cc1	1.0%[76.3 µM]
CC(NC(=O)c1ccccc1F)c1nnc(SCC(=O)NC2CCCCC2)n1C (stereo not drawn)	3.5%
COc1cc2c(cc1OC)C(c1ccc(Cl)cc1)N(c1cccc(C#N)c1)C(=O)C2 (stereo not drawn)	-11.2%[76.3 µM]
CCCCOc1ccc(C(=O)Nc2ccc(OCC(=O)N3CCOCC3)cc2)cc1	-3.0%[76.3 µM]
Cc1ccc2c(Sc3ccc(Cl)cc3)c(C(=O)N3CCCCC3)[nH]c2c1	-3.7%[76.3 µM]
CCOC(=O)c1ccc(NC(=O)c2nn(C)c3c2COc2ccccc2-3)cc1	-10.5%[76.3 µM]
COc1ccc(-c2nc(CSc3nncn4c3cc3oc(C)cc34)c(C)o2)cc1	2.6%[76.3 µM]
COc1ccccc1CNC(=O)C1CCCCN1S(=O)(=O)c1ccccc1 (stereo not drawn)	-3.3%
C=CCNC(=O)Cn1c(=O)c2c(ncn2CCC(C)C)n(Cc2ccccc2)c1=O	13.5%
Cc1ccccc1NC(=S)NC(=O)Cc1ccc(Cl)cc1	12.0%[76.3 µM]
COc1ccc(NC(=O)Nc2nnc(N3CCCCCC3)s2)c(OC)c1	14.4%[76.3 µM]
O=C(CN(c1ccc(Cl)c(C(F)(F)F)c1)S(=O)(=O)c1ccccc1)N1CCc2ccccc2C1	3.9%[76.3 µM]
(list continues)
SMILES	GAA glycogen mod
CCc1ccc2[nH]c(=O)c(Cc3ccccc3)c(O)c2c1	-3.1%[76.3 µM]
CC1CN(C(=O)Cn2cc(S(=O)(=O)CC(=O)N3CCOCC3)c3ccccc32)CC(C)O1 (stereo not drawn)	-5.4%[76.3 µM]
CCn1cc(C(=O)NCCN(CC(C)C)CC(C)C)c(=O)c2cc(S(=O)(=O)N(C)C3CCCCC3)ccc21	14.9%[76.3 µM]
NCC(c1ccc(Cl)cc1Cl)c1c[nH]c2ccccc12 (stereo not drawn)	0.1%
CC(C)NC(=O)c1ccc(CSc2nc3ccncc3n2Cc2cccc(F)c2)cc1	-2.9%[76.3 µM]
Cc1cc(C)c(S(=O)(=O)c2cccc(Br)c2C)c(Cl)n1	-4.8%
Cc1ccc2nc(NC(=O)c3cc(=O)c4cc(C)c(C)cc4o3)sc2c1	13.4%[76.3 µM]
COc1cccc(CNC(=O)C2CCC(=O)N(C3CC3)C2)c1OC (stereo not drawn)	21.5%[76.3 µM]
COc1ccc(OCc2nn[nH]n2)cc1	1.6%[76.3 µM]
Cc1cc(Nc2ccc(Br)cc2)n2nc(-c3ccccc3C)nc2n1	0.1%[76.3 µM]
CC1CCN(C(=O)CSc2c3c(nc4ccc(Cl)cc24)CCCC3)CC1	-7.5%[76.3 µM]
CC(=O)NC(CC(=O)NCCc1ccccc1)c1ccccc1 (stereo not drawn)	-1.8%[76.3 µM]
Cc1ccc2occ(CC(=O)Nc3ccc(S(=O)(=O)N4CCCC(C)C4)cc3)c2c1 (stereo not drawn)	1.5%[76.3 µM]
COc1ccc([C@]23Cc4cc(C#N)ccc4C(O2)c2c(c4ccc(OC)cc4oc2=O)O3)cc1	-4.5%[15.3 µM]
O=C(NCCCCc1ccccc1)c1cc([N+](=O)[O-])cc([N+](=O)[O-])c1	-11.8%[76.3 µM]
CCCCN1CC(=O)N2Cc3[nH]c4ccccc4c3C[C@H]2C1=O	1.7%
CCOc1ccc(CCNC(=O)c2cc3c(=O)n(C)c4ccccc4c3n2C)cc1	-3.1%[76.3 µM]
CCOc1ccc(NC(=O)CC2C(=O)N(c3ccc(C)cc3)C(=O)N2CCC2=CCCCC2)cc1 (stereo not drawn)	10.0%[76.3 µM]
COc1ccc(N2CCN(S(=O)(=O)c3cc(Br)cc4c3N(C(=O)C3CC3)CC4)CC2)cc1	-5.7%[76.3 µM]
Cc1ccc(NC(=O)Cn2nc(C(=O)Nc3ccc(C)cc3)ccc2=O)cc1	-0.4%[76.3 µM]
COc1cc(/C=C(\C#N)C(=O)Nc2ccccc2)ccc1OCCN1CCOCC1	0.4%[76.3 µM]
Cc1coc2cc3oc(=O)c(CC(=O)N4CCCCC4)c(C)c3cc12	-6.9%[76.3 µM]
CCn1c2ccccc2c2nnc(SCCN3CCOCC3)nc21	-0.8%[76.3 µM]
Cc1c(/C=C2\NC(=O)NC2=O)c2ccccc2n1C	?
CCC1CCCCN1CCCNC(=O)c1cc2c(=O)n(CC)c3ccccc3c2s1 (stereo not drawn)	20.8%[76.3 µM]

Continued, overlapping the part above by 2 compounds.
SMILES	GAA glycogen mod
Cc1c(/C=C2\NC(=O)NC2=O)c2ccccc2n1C	?
CCC1CCCCN1CCCNC(=O)c1cc2c(=O)n(CC)c3ccccc3c2s1 (stereo not drawn)	20.8%[76.3 µM]
CCCN(CC(=O)Nc1ccc(C(N)=O)cc1)CC(=O)Nc1ccc(F)c(F)c1F	5.8%
Cn1c(=O)c2sccc2n(Cc2ccccc2)c1=O	4.5%[76.3 µM]
CCC(Sc1nc2ncccc2[nH]1)C(=O)NC1CCC(C)CC1 (stereo not drawn)	-11.8%[76.3 µM]
Oc1cccc(Nc2cc(-c3ccccc3)ncn2)c1	-3.4%[76.3 µM]
CCN(CC)c1nc2c(-c3cccc(Br)c3)nnn2c2ccccc12	12.7%[76.3 µM]
COc1ccc(N2CCN(S(=O)(=O)CCNC(=O)c3ccc(Br)o3)CC2)cc1	-7.5%[76.3 µM]

2 entries drawn at random from those above:
SMILES	GAA glycogen mod
CCCN(CC(=O)Nc1ccc(C(N)=O)cc1)CC(=O)Nc1ccc(F)c(F)c1F	5.8%
Cn1c(=O)c2sccc2n(Cc2ccccc2)c1=O	4.5%[76.3 µM]

Not all compounds are listed; the hit share may differ from the screen's.
